Abeta yeast res: restores growth of yeast expressing A-beta42 peptide; Potency, µM (highest dose often 46.1 µM), inactives show at the highest dose growth rescue, hits mostly activators; yeast expressing A-beta42, growth rescue, OD600, 48 h; response scale: 0% DMSO, 100% iron-clioquinol control; actives 0.063% (n = 410,000); also: potency is read from the fitted curve at half-maximal effect; nearly all actives have a fitted effect of over 55% in size
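Yeast A-beta toxicity model in growth medium with pinned compounds, 48 h at 30 C; growth read as absorbance at 600 nm. Normalized to FeCl3/clioquinol equimolar mix (positive) and DMSO (negative).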
Akt phos inh: blocks phosphorylation of Akt; AID 651550; actives 0.32% (n = 360,000); Neuro2A IGF-stimulated pAkt S473 HTRF, 20 min; stronger effect = lower value; activity change, % for hits at 50 µM; in the data active = activity change below about -80%; inconclusive = mostly about -51% to -80%; also: % is scaled to controls: 0 for no effect and ±100 for the full control effect
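Neuro2A cells in DMEM with 0.5% FBS, overnight at 37 deg C, given compound at single 50 µM final, then IGF (6 nM final) for 20 min at 37 deg C. Lysed; phospho-Akt Ser473 by HTRF after 24 h, 665/615 ratio.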
TDP-43 yeast inh: rescues yeast growth from TDP-43 toxicity; TDP-43 expressing yeast growth rescue, BacTiter-Glo, 24 h; Potency, µM (doses to about 46.1 µM), inactives show at the top dose growth rescue (activation), hits mostly activators; actives 1.8% (n = 410,000); also: potency is read from the fitted curve at half-maximal effect; % of control where 0% means no effect; nearly all actives have a fitted effect of over 50% in size
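Growth rescue of TDP-43-toxic yeast measured as ATP luminescence (BacTiter-Glo). Cells grown to mid-log in raffinose, induced in galactose at OD600=0.02, exposed to compound 24 hr at 30 deg C.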
FUS suppressor: suppressors of FUS proteinopathy in yeast; S. cerevisiae FUS-expressing, growth rescue, OD600, 24 h; Potency, µM (top dose mostly 76.6 µM), for the others: at the highest dose growth rescue (activation), actives largely listed as activators; actives 0.24% (n = 390,000);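 also: potency is read from the fitted curve at half-maximal effect; plate controls were DMSO vehicle for no effect and reference control for full effect; nearly all actives have a fitted effect of over 55% in size; some results filed as inactive show a strong effect at the top dose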
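Compound concentration series was pinned onto galactose-induced FUS-expressing yeast seeded at OD 0.005. Plates sat 24hr at 30C; absorbance at 600 nm gave growth. DMSO served as background control.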
HEK293 tox: cytotoxicity in counter-screen for GLP-1R inverse agonists. actives 0.13% (n = 410,000). HEK293 cAMP-luciferase reporter cells, luminescence, 24 h. Potency, µM (doses to about 38.3 µM), without a hit: at the highest dose activity change, negative = inhibition, usual class: inhibitors;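 also: loss of luciferase light is scored as toxicity; potency is read from the fitted curve at half-maximal effect; % is scaled to controls: 0 for no effect and ±100 for the full control effect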
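Luminescence readout: signal drop marks cytotoxicity. Plated cells grew 12 h at 37 °C, 5% CO2, received 23 nL compound for 24 h, then got luciferase reagent, read after 12 min at RT.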
aSyn rescue: rescues yeast growth from alpha-synuclein toxicity | Potency, µM (highest dose often 46.1 µM), for inactives: top-dose growth rescue (activation), actives largely listed as activators | Yeast expressing alpha-synuclein, growth rescue, BacTiter-Glo, 24 h | AID 652106 | actives 0.14% (n = 370,000); also: potency is read from the fitted curve at half-maximal effect; % of control where 0% means no effect; nearly all actives have a fitted effect of over 65% in size
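Rescue of yeast growth: cells expressing toxic alpha-synuclein, induced in galactose at OD600 0.02, incubated with compound 24 h at 30 C. ATP luminescence quantified growth; inhibitors of toxicity appear as activators.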
PTHR1 agonist: activates the human parathyroid hormone receptor PTHR1; Q03431; HEK293 GP2 PTHR1 cells, GloSensor cAMP luminescence, 1 h; Potency, µM (series often up to 115 µM), for inactives: at the highest dose activation, hits mostly activators; actives 0.075% (n = 410,000); also: potency is read from the fitted curve at half-maximal effect; nearly all actives have a fitted effect of over 55% in size; some results filed as inactive show a strong effect at the top dose; inactives centre near -15; many of its hits are not listed in these tables
Target sequence (Q03431 whole entry, looked up): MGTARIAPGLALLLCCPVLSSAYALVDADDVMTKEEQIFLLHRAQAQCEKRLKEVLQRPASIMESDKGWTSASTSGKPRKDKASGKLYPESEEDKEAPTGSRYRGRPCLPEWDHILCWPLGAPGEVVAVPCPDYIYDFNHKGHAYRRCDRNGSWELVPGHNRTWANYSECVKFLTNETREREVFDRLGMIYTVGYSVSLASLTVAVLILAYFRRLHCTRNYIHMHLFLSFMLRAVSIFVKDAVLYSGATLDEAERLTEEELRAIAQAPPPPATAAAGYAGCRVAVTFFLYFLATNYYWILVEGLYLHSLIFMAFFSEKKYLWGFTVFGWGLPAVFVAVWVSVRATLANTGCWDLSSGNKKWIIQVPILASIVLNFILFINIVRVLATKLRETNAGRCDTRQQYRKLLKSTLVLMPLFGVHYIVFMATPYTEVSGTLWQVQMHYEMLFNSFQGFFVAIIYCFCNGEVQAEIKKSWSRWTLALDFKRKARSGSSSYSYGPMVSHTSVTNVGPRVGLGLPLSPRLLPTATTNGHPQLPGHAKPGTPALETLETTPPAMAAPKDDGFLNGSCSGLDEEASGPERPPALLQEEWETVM
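HEK-293-derived GP2 cells expressing PTHR1 and a GloSensor cAMP reporter, 3,000/well, plated overnight, given luciferin plus IBMX (each 0.5 mM as added) for 1 h at 37 °C, then compound for 1 h at 37 °C. Luminescence was read after 15 min at room temperature.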
Mm-Cpn inhibitor: M. maripaludis TRiC chaperonin inhibition; actives 0.031% (n = 330,000); Potency, µM (highest dose often 76.9 µM), for the others: at the top dose activity, negative = inhibition, hits mostly inhibitors; purified Mm-Cpn ATPase, ADP Transcreener TR-FRET; also: potency is read from the fitted curve at half-maximal effect; % is scaled to controls: 0 for no effect and ±100 for the full control effect; nearly all actives have a fitted effect of over 80% in size
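TR-FRET (320 nm excitation; 590 and 665 nm emission) reports ADP made from 10 uM ATP by 25 nM enzyme; compounds were preincubated 10 min, reaction run 30 min, both at 37°C.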
GLP1R inv ag: GLP-1 receptor (human) inverse agonism; HEK293 GLP-1R CRE-luciferase, luminescence, 24 h; GLP-1R form is constitutively active; Potency, µM (highest dose often 38.3 µM), inactives show top-dose activity change, negative = inhibition, hits mostly inhibitors; actives 1.6% (n = 410,000); also: potency is read from the fitted curve at half-maximal effect; % is scaled to controls: 0 for no effect and ±100 for the full control effect; nearly all actives have a fitted effect of over 55% in size
Target sequence (P43220 whole entry, looked up): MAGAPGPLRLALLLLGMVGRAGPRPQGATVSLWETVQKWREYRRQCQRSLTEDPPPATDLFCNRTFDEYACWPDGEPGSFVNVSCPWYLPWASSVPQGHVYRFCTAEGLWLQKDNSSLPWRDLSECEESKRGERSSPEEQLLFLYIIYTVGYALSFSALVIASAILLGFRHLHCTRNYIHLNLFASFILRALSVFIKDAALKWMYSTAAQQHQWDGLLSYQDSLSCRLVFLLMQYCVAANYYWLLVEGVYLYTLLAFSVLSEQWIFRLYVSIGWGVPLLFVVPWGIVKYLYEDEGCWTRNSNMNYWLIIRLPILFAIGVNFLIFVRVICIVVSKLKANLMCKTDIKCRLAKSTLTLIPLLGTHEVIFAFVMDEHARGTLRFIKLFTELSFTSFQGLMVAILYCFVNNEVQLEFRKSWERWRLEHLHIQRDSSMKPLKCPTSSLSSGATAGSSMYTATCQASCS
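HEK293 cells stably co-expressing a cAMP-responsive luciferase reporter and constitutively active GLP-1R were seeded, incubated 12 h, then exposed to compounds for 24 h at 37 C. Luminescence was read 12 min after detection reagent; inverse agonists lower signal.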
The depositor's hits bear a star; i = inactive; ? = inconclusive; · = no result given; [ ] = remark or other dose. Unless noted, calls follow the shape of the dose curve; as a rule, active = well fitted curve in the direction sought with a large enough effect; inconclusive = small, poorly fitted or top-dose-only effect, or another doubt; inactive = no such curve, though single readings can be large; an effect the other way counts as inactive or inconclusive. Only part of the results is shown, so the mix of outcomes need not match the whole.

Screens in order: Abeta yeast res	Akt phos inh	TDP-43 yeast inh	FUS suppressor	HEK293 tox	aSyn rescue	PTHR1 agonist	Mm-Cpn inhibitor	GLP1R inv ag
1) COc1ccc(-c2cc(C(F)(F)F)nc(S(C)(=O)=O)n2)cc1OC
  -14%	i	10µM*	16%	?	-7%	i	-10%	-53%
2) Cc1cc(C)n(C(=O)c2ccc(NC(=O)C3COc4ccccc4O3)cc2)n1 (stereo unspecified)
  14%	i	15%	3%	-9%	-8%	-25%	·	0%
3) COc1cccc(S(=O)(=O)NCc2ccc3c(c2)OCO3)c1
  -2%	i	9%	8%	-6%	4%	-6%[57.5 µM]	3%	7%
4) COCCCNC(=O)CN(c1cc(Cl)ccc1OC)S(C)(=O)=O
  10%	i	-3%	-8%	-3%	-2%	i	0%	13%
5) COc1ccc(/C=C2\SC(=S)N(CCCC(=O)N3CCOCC3)C2=O)cc1OC
  6%	i	-3%	30%	0%	1%	-22%	5%	4%
6) C/C(=N\O)c1ccc2[nH]ccc2c1
  12%	i	3%	21%	19%	-2%	i	0%	-13%
7) O=C(CCn1c(=S)oc2ccccc21)NC1CCCCC1
  4%	i	-8%	7%	-2%	-9%	i	1%	3%
8) Fc1ccccc1Oc1ncnc2c1oc1ccccc12
  -19%	·	8%	3%	2%	·	-38%[inhibitor]	·	18%
9) Cc1ccc(N(C(=O)c2csnn2)C(C(=O)NC(C)(C)C)c2ccccn2)cc1 (stereo unspecified)
  12%	i	-11%[0.397 µM]	-2%	-19%	4%	i	0%	9%
10) OCCNCc1cc(Br)ccc1OCc1ccc(F)cc1
  -9%	i	-3%[9.22 µM]	4%	3%	-8%	-12%	1%	?

Arranged by formula weight (ascending): nine of the compounds above.
Screens in order: Abeta yeast res	Akt phos inh	TDP-43 yeast inh	FUS suppressor	HEK293 tox	aSyn rescue	PTHR1 agonist	Mm-Cpn inhibitor	GLP1R inv ag
6) C/C(=N\O)c1ccc2[nH]ccc2c1
  12%	i	3%	21%	19%	-2%	i	0%	-13%
8) Fc1ccccc1Oc1ncnc2c1oc1ccccc12
  -19%	·	8%	3%	2%	·	-38%[inhibitor]	·	18%
7) O=C(CCn1c(=S)oc2ccccc21)NC1CCCCC1
  4%	i	-8%	7%	-2%	-9%	i	1%	3%
3) COc1cccc(S(=O)(=O)NCc2ccc3c(c2)OCO3)c1
  -2%	i	9%	8%	-6%	4%	-6%[57.5 µM]	3%	7%
10) OCCNCc1cc(Br)ccc1OCc1ccc(F)cc1
  -9%	i	-3%[9.22 µM]	4%	3%	-8%	-12%	1%	?
1) COc1ccc(-c2cc(C(F)(F)F)nc(S(C)(=O)=O)n2)cc1OC
  -14%	i	10µM*	16%	?	-7%	i	-10%	-53%
4) COCCCNC(=O)CN(c1cc(Cl)ccc1OC)S(C)(=O)=O
  10%	i	-3%	-8%	-3%	-2%	i	0%	13%
9) Cc1ccc(N(C(=O)c2csnn2)C(C(=O)NC(C)(C)C)c2ccccn2)cc1 (stereo unspecified)
  12%	i	-11%[0.397 µM]	-2%	-19%	4%	i	0%	9%
5) COc1ccc(/C=C2\SC(=S)N(CCCC(=O)N3CCOCC3)C2=O)cc1OC
  6%	i	-3%	30%	0%	1%	-22%	5%	4%

New compounds follow.
Screens in order: Abeta yeast res	Akt phos inh	TDP-43 yeast inh	FUS suppressor	HEK293 tox	aSyn rescue	PTHR1 agonist	Mm-Cpn inhibitor	GLP1R inv ag
11) CCOC(=O)c1[nH]cnc1C(=O)NC1CCN(C(=O)OC(C)(C)C)CC1
  -4%	i	-3%	12%	24%	-7%	i	1%	38%[activator]
12) O=C1CC(c2nc3ccccc3n2CCCCOc2ccccc2)CN1c1ccccc1Cl (stereo unspecified)
  -13%	·	?	?	-17%	·	-32%[inhibitor]	·	10µM*
13) O=C(O)Cc1ccc2c(c1)N(S(=O)(=O)c1cccs1)CC(C(=O)O)O2 (stereo unspecified)
  -1%	i	-6%	-2%	-12%	6%	i	2%	26%
14) Cc1oc(-c2cc(Cl)cc(Cl)c2)cc1C(=O)NCCc1ccccc1
  22%	i	2%	·	7%	-1%	-23%	-19%	?
15) CCCc1ccc(-c2cc(NC(=O)CSc3n[nH]c(N)n3)n(-c3ccccc3)n2)cc1
  -2%	i	-8%	?	6%	-1%	16µM*	1%	50%[activator]
16) CCCn1c(SCC(=O)N2CCCCC2)nnc1-c1ccco1
  -1%	i	12%	-14%	6%	-9%	i	0%	5%
17) CCN(CC)S(=O)(=O)c1cccc(C(=O)NC(C(=O)NCCc2ccccn2)C(C)C)c1 (stereo unspecified)
  -9%	i	-26%	4%	-7%	0%	i	3%	-27%
18) C/C(=N\NC(=O)CNC(=O)c1cccs1)c1ccc(Cl)c(Cl)c1
  18%	i	17%	2%	-16%	2%	i	1%	?
19) O=C(NC1CCCCCC1)C1CCN(C(=O)c2cccc(Cl)c2)CC1
  7%	i	11%	4%	-12%	8%	-29%	0%	?
20) CCOc1cc(/C=C2\C(=N)N3N=C(CC)SC3=NC2=O)ccc1OCCOc1ccc(NC(C)=O)cc1
  17%	i	10%	15%	-10%	-1%	-6%	-3%	1%

Carrying on.
Screens in order: Abeta yeast res	Akt phos inh	TDP-43 yeast inh	FUS suppressor	HEK293 tox	aSyn rescue	PTHR1 agonist	Mm-Cpn inhibitor	GLP1R inv ag
21) COC(CNC(=O)c1ccc2c(c1)nc(C)n2-c1cccc(F)c1)OC
  0%	i	-17%	-9%	-27%	-1%	i	3%	-6%
22) Cc1nn(C)c(C)c1NC(=O)CCSc1nc(-c2ccco2)cc(C(F)(F)F)n1
  15%	i	2%	27%	-8%	8%	i	-1%	9%
23) COc1ccc(C)cc1-n1cnnn1
  6%	i	2%	3%	8%	1%	-23%	0%	0%
24) COC(=O)c1[nH]c2cccc(OC)c2c1NC(=O)CCN1CCSCC1
  -5%	i	-6%	1%	11%	-4%	i	-6%	1%
25) Cc1ccccc1OCCNc1cc(N2CC(C)NC(C)C2)ccc1[N+](=O)[O-] (stereo unspecified)
  3%	i	19%	-6%	?	5%	-14%	-2%	7.9µM*
26) CCOC(=O)CSc1nc(-c2ccccc2)cc(C(F)(F)F)c1C#N
  -7%	·	0%	1%	2%	·	i	·	8%
27) CC(=O)c1ccc(OCc2cc(C(=O)N3CCC(c4ccncc4)CC3)no2)cc1
  ·	i	2%	10%	4%	1%	-21%	0%	29%
28) NS(=O)(=O)c1ccc(NCc2cc(Cl)ccc2OCc2ccc(F)cc2)cc1
  7%	i	-2%	?	-4%[1.53 µM]	-2%	-58%[inhibitor]	3%	?
29) C#Cc1cccc(NC(=O)CSc2nnc(-c3ccc(C(F)(F)F)cn3)o2)c1
  -19%	i	3%	6%	4%	6%	-9%	-4%	-10%
30) O=C(Nc1ccc(F)cc1)Nc1ccc2c(c1)CCC2
  -9%	i	3%	21%	6%	-10%	-24%	0%	1%

Arranged by formula weight (ascending): 3 of the compounds above
Screens in order: Abeta yeast res	Akt phos inh	TDP-43 yeast inh	FUS suppressor	HEK293 tox	aSyn rescue	PTHR1 agonist	Mm-Cpn inhibitor	GLP1R inv ag
21) COC(CNC(=O)c1ccc2c(c1)nc(C)n2-c1cccc(F)c1)OC
  0%	i	-17%	-9%	-27%	-1%	i	3%	-6%
24) COC(=O)c1[nH]c2cccc(OC)c2c1NC(=O)CCN1CCSCC1
  -5%	i	-6%	1%	11%	-4%	i	-6%	1%
28) NS(=O)(=O)c1ccc(NCc2cc(Cl)ccc2OCc2ccc(F)cc2)cc1
  7%	i	-2%	?	-4%[1.53 µM]	-2%	-58%[inhibitor]	3%	?

Remaining list, next part.
Screens in order: Abeta yeast res	Akt phos inh	TDP-43 yeast inh	FUS suppressor	HEK293 tox	aSyn rescue	PTHR1 agonist	Mm-Cpn inhibitor	GLP1R inv ag
31) COC(=O)c1scc(-c2ccc(C)cc2)c1S(=O)(=O)Nc1cc(C)ccc1OC
  -23%	·	6%	?	2%	·	-12%	·	?
32) CNCCCCOc1ccc(C(C)(C)C)cc1Cl
  -11%	i	-29%	0%	-21%	-4%	?	1%	?
33) O=C(OCc1cn([C@H]2C[C@H](c3ccc(Cl)cc3)N(Cc3cccs3)C[C@@H]2O)nn1)c1ccccc1
  14%	i	?	?	-16%	-1%	i	·	?
34) CC(=O)Nc1ccc(Nc2c3ccccc3nc3ccccc23)cc1
  7%	i	16%	-5%	-17%	1%	i	-4%	?
35) Cc1nc2[nH]onc2c2nccc(=O)c12
  -8%	i	-10%	22%	96%[activator]	0%	i	-3%	-6%
36) CCOC(=O)c1csc(NC(=O)CCSc2ccccc2)n1
  -2%	i	3%	10%	10%	-4%	-8%	0%	-38%
37) O=C(O)c1cc(-c2cc(C(=O)O)c3ccccc3n2)ccc1O
  0%	i	-21%	28%	1%	-1%	19%	·	9%
38) Cc1cccc(NC(=O)CN2CCCN(S(=O)(=O)c3ccc(Br)s3)CC2)c1
  -15%	i	4%	-5%	-5%	3%	-10%[57.5 µM]	0%	?
39) Nc1ncnc2c1ncn2[C@@H]1O[C@H](CNS(=O)(=O)CCCCl)[C@@H](O)[C@H]1O
  -12%	i	1%	-17%	2%	-5%	-18%	-1%	13%
40) O=C(O)/C=C/c1ccc(S(=O)(=O)Nc2ccc(C(=O)NCC(=O)O)cc2)cc1
  -6%	i	9%	-14%	-22%	-1%	i	2%	-19%
41) Cc1ccc(C)c(NC(=O)COC(=O)CCNC(=O)c2ccco2)c1
  4%	i	17%	-19%	-8%	0%	-17%	0%	17%
42) COc1ccc(CNC(=O)C(=O)Nc2c3c(nn2-c2ccccc2)CSC3)cc1
  -16%	·	8%	39%	4%	·	i	·	-1%

Source: PubChem BioAssay (National Center for Advancing Translational Sciences (NCATS))
